Hsp70 inhibitors – Hsp70 inhibitors, probe displacement, primary screen, biochemical, fluorescence polarization (AID 583) | Hsp70 fluorescence polarization probe displacement, mP; higher % means a stronger effect | hit rate 0.06% among 140,000 | Heat shock 70 kDa protein 1A (Homo sapiens) | one-dose displacement, % at 20 µM; IC50 in µM for titrated hits; in the data active means displacement above about 50%;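 further: plate controls were vehicle for no effect and reference ligand for full effect; a part of the inactive calls stands beside numbers as strong as those of hits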
MKP-3 inhibition – MKP-3 phosphatase inhibitors, primary screen, biochemical, rat enzyme, in vitro (AID 425); recombinant MKP-3 phosphatase activity, fluorescence; higher % means a stronger effect; inhibition, % at 20 µM; hits with a dose series show IC50 in µM; hit rate 0.17% among 110,000; in the data active means inhibition above about 50%;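 further: plate controls were vehicle for no effect and reference inhibitor for full effect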
An asterisk follows results filed as active; . = not tested or not shown; & = joins results of further samples.

structure	Hsp70 inhibitors	MKP-3 inhibition
O=C(Cc1ccccc1)Nc1ccc(NC(=O)c2ccco2)nc1	1.2%	-8%
Cc1ccccc1OCC(=O)Nc1ccccc1CO	1.0%&1.4%	-4%&-2%
COc1cc(C(C#N)N2CCCCC2)ccc1O (stereo not given)	-1.5%	-5%
C/C(CCc1ccccc1)=N\NC(=O)CN(Cc1ccco1)S(=O)(=O)c1ccccc1	-3.6%	4%
O=[N+]([O-])c1ccc(Sc2nnnn2-c2ccccc2)c(Cl)c1	2.7%	.
O=C1C(=O)N(c2cccc([N+](=O)[O-])c2)C(c2ccccc2Cl)/C1=C(/O)c1ccccc1 (stereo not given)	-4.8%	-1%
Cc1cc(Nc2ccc(F)c(Cl)c2)n2nc(C)nc2n1	-0.3%	3%
COCCCNC(=O)c1ccc(CS(=O)(=O)c2ccc(Br)cc2)o1	3.3%	4%
CC(C)CC1(C)NC(=O)N(CCN2C(=O)c3ccccc3C2=O)C1=O (stereo not given)	2.9%	-10%
Cc1cc(NC(=O)COC(=O)C2CCN(S(=O)(=O)c3c(Cl)cccc3Cl)CC2)no1	-0.4%	.
O=C1c2cccc3cccc(c23)C(=O)N1c1ccc(Br)cn1	3.5%	-2%
Cc1nccn1-c1c([N+](=O)[O-])c(=O)n(C)c2ccccc12	-2.5%	0%
COc1ccc(CC(=O)N2CCCc3ccccc32)cc1	4.3%	.
CCCc1nc(SCC(=O)NCc2ccc3c(c2)OCO3)c2c(=O)n(C)c(=O)n(C)c2n1	1.0%	-6%
O=c1/c(=C/c2ccc(C(F)(F)F)cc2)sc2nc3ccccc3n12	4.7%	-3%
CCc1ccccc1S(=O)(=O)Cc1ccc(C(=O)N2CCN(c3ccccc3OC)CC2)o1	1.7%	-5%
COc1ccc(Cl)cc1NC(=O)c1cc(-c2cccs2)nc2ccccc12	0.2%	3%
CCCCNC(=O)CCC(=O)NN(C)C	-2.9%	0%
COc1ccc2[nH]c3nc(SC(C)C)nnc3c2c1	-2.7%	-2%
O=C(CSc1nc2cc(Cl)ccc2o1)NCCc1ccccc1	-1.0%	.
COc1cccc(/C=N/Nc2nc(C)cc(=O)[nH]2)c1O	8.6%	-3%
Cc1c(C(=O)N2CCCCC2)sc(NC(=O)Cc2ccccc2)c1C#N	-1.0%	3%
N#Cc1cc2c(nc1SCc1cccc(Cl)c1)CCCCC2	4.3%	.
O=C1C(Cl)=C(N2CCN(Cc3ccccc3)CC2)C(=O)N1Cc1ccccc1	2.3%	.
CCc1nc(CNC(=O)c2cc(OC)c(OC)c(OC)c2)no1	1.2%	-4%
CC(C)COc1ccc(C(=O)Nc2ccc([N+](=O)[O-])cc2Cl)cc1	-11%	-1%
COc1ccc(C(=O)O)cc1S(=O)(=O)NCCCN1CCCC1=O	3.9%	-11%
CCn1nccc1C(=O)Nc1ccc(Cl)cc1Cl	1.0%	3%
Cn1c(=O)n(C)c2cc3[nH]c(C(F)(F)F)nc3cc21	-0.1%	9%
COc1ccc(S(=O)(=O)Nc2ccc(F)cc2F)cc1	-2.0%	0%
COc1ccc(OC)c(NC(=O)CN(c2cccc([N+](=O)[O-])c2)S(=O)(=O)c2ccccc2)c1	2.0%	-8%
CCOc1ccc(OCC)c(S(=O)(=O)NCCCN2CCOCC2)c1	0.0%&2.2%	-4%&3%
COc1ccsc1C(=O)N1CCN(Cc2ccc3c(c2)OCO3)CC1	-5.0%	.
CCCN(CCC)C(=O)c1ccccc1NC(=O)c1cccs1	1.1%	0%
CCOC(=O)c1sc(Nc2ccc(C)cc2C)nc1C	2.0%	.
CC1(C)C(=O)C2(CCCCC2)C(=O)OC1c1ccc(O)cc1 (stereo not given)	15%	-9%
COC(=O)c1sc(=S)n(-c2cc(F)ccc2F)c1N	0.9%	10%
O=C(NC(Nc1ccc(F)cc1)C(Cl)(Cl)Cl)c1ccco1 (stereo not given)	-0.7%	3%
COc1ccc(-c2cc(-c3ccc(Br)cc3)nc3ncnn23)cc1OC	3.5%	.
Cn1nc(C(=O)NCc2ccccc2)c2ccccc2c1=O	5.7%	-5%

Compound profiles, from the list above:
Profile of COc1ccc(OC)c(NC(=O)CN(c2cccc([N+](=O)[O-])c2)S(=O)(=O)c2ccccc2)c1 : Hsp70 inhibitors: 2.0%; MKP-3 inhibition: -8%
Profile of COc1ccsc1C(=O)N1CCN(Cc2ccc3c(c2)OCO3)CC1 : Hsp70 inhibitors: -5.0%; MKP-3 inhibition: .
Profile of Cn1nc(C(=O)NCc2ccccc2)c2ccccc2c1=O : Hsp70 inhibitors: 5.7%; MKP-3 inhibition: -5%

(list continues)
structure	Hsp70 inhibitors	MKP-3 inhibition
O=C1c2ccccc2CCC1C(O)c1ccccn1 (stereo not given)	-6.3%	0%
CCOC(=O)C1=C(c2ccccc2)N=c2s/c(=C\c3cccnc3)c(=O)n2C1c1cc(OC)ccc1OC (stereo not given)	-1.6%	0%
O=C(O)CC1S/C(=N/N=C/c2ccc(-c3ccccc3[N+](=O)[O-])o2)NC1=O (stereo not given)	6.5%	.
O=C(NCc1ccc(Cl)cc1Cl)C(=O)N/N=C/c1ccccc1F	-1.2%	1%
C=CCN1C(=O)/C(=C/c2ccc(Cl)cc2)C(=O)NC1=S	0.6%	2%
CSc1nc(-c2ccco2)cc(C(F)(F)F)c1C#N	3.9%	.
COC(=O)C1CCN(C(=O)CCC2CCCCC2)CC1	-3.3%	.
COc1ccc(CNC2CCCCC2)cc1	4.1%	-4%
O=C(CSc1ccc2nnc(-c3ccccc3)n2n1)N1CCCCC1	-1.3%	-1%
Cc1nc(NCc2ccccc2)[nH]c(=O)c1CCC(C)C	4.0%	-9%
Cc1ccc(C2CC(=O)c3cnc(NC(=O)c4ccco4)nc3C2)cc1 (stereo not given)	3.7%	-2%
COc1nc(Nc2ccccc2)nc(NC(C)(C)C)n1	1.0%	0%
N=c1n(Cc2ccccc2)c2ccccc2n1CC(O)c1ccco1 (stereo not given)	-2.9%	-10%
Cc1c(N(C(=O)c2ccc(N)cc2)C(C)C)c(=O)n(-c2ccccc2)n1C	2.0%	1%
Nc1cc2ccccc2oc1=O	6.4%	.
OC(CNCc1ccccc1)(c1ccccc1)c1ccc(Cl)cc1 (stereo not given)	7.8%	2%
O=C(NCc1ccncc1)C1CCCN(S(=O)(=O)Cc2ccccc2)C1 (stereo not given)	3.4%	2%
CC(C)N(Cc1nc(-c2ccccc2)no1)C(=O)c1ccc(Br)o1	1.4%	-8%
CCOC(=O)CCc1c(C)c2ccc(OCC)c(C)c2oc1=O	0.7%	.
COC(=O)CCSc1cc([N+](=O)[O-])cc2c1c(C1OCCS1)nn2-c1ccccc1 (stereo not given)	-0.6%	.

Looked up above.
For Hsp70 inhibitors, `Cc1c(N(C(=O)c2ccc(N)cc2)C(C)C)c(=O)n(-c2ccccc2)n1C` has the entry 2.0%
For Hsp70 inhibitors, `COC(=O)C1CCN(C(=O)CCC2CCCCC2)CC1` has the entry -3.3%

(list continues)
structure	Hsp70 inhibitors	MKP-3 inhibition
O=C(NC1CCCc2ccccc21)C1CCN(C(=O)c2sccc2-n2cccc2)CC1 (stereo not given)	-5.9%	2%
Cc1cc2ncn(C3CC(=O)N(C)C3=O)c2cc1C (stereo not given)	-2.1%	.
CC1=C(C(=O)OC2CCCCC2)C(c2ccc(Br)cc2)C2=C(CCCC2=O)N1 (stereo not given)	-2.8%	6%
COc1ccccc1C(=O)NNC(=O)CCN1C(=O)/C(=C/c2ccc(C)cc2)SC1=S	4.2%	15%
CCCC(=O)c1c(NC(C)C)cc(C)oc1=O	-0.6%	1%
COc1ccc(S(=O)(=O)N(Cc2ccc(OC)c(OC)c2)Cc2ccco2)cc1	-2.7%	-8%
Cc1ccc(S(=O)(=O)N/N=C/c2ccc(OS(=O)(=O)c3ccc([N+](=O)[O-])cc3)cc2)cc1	0.5%	2%
Cc1ccccc1C(=O)Nc1cccc(NC(=O)COc2ccc(Cl)cc2Cl)c1	-4.6%	8%
Cc1nnc(SCC(=O)Nc2c(Cl)cccc2Cl)[nH]c1=O	11%	-7%
CCn1c(COc2ccc(Cl)c(C)c2)nnc1SCC(=O)N1CCCC1	-3.1%	2%
CCOC(=O)c1ccc(NC(=O)CC(=O)Nc2ccc(C(=O)OCC)cc2)cc1	-0.8%	0%
Cc1cc(C)nc(NC(=O)NS(=O)(=O)Nc2ccc(Br)cn2)n1	0.8%	-1%
Cc1ccc(C2=NC(C)(C)NC2=O)cc1	-0.8%	.
N#CC(C#N)=NNc1ccccc1C(=O)O	6.0%	-3%
CCN1CCN(c2ncc(C(=O)Nc3ccccc3C(=O)OC)c3ccccc23)CC1	2.8%	-6%
N#Cc1cn(CCCOc2ccccc2)c2ccccc12	6.7%	.
COc1ccc(-c2cc(C(F)(F)F)nc(SCC(N)=O)n2)cc1	7.0%	.
COC(=O)C1=C(C)N(CC2CCCO2)C(=O)/C1=C\c1ccc([N+](=O)[O-])cc1 (stereo not given)	-6.2%	5%
CCn1c(SCc2nnc(-c3ccccc3)o2)nc2c1c(=O)n(C)c(=O)n2C	0.4%	-1%
O=C(N/N=C/C=C/c1ccccc1[N+](=O)[O-])c1cc(-c2ccccc2)n[nH]1	-0.1%	2%

Some of these compounds in order of formula weight, rising.
structure	Hsp70 inhibitors	MKP-3 inhibition
Cc1cc2ncn(C3CC(=O)N(C)C3=O)c2cc1C (stereo not given)	-2.1%	.
CCn1c(COc2ccc(Cl)c(C)c2)nnc1SCC(=O)N1CCCC1	-3.1%	2%
CCOC(=O)c1ccc(NC(=O)CC(=O)Nc2ccc(C(=O)OCC)cc2)cc1	-0.8%	0%
CCN1CCN(c2ncc(C(=O)Nc3ccccc3C(=O)OC)c3ccccc23)CC1	2.8%	-6%

Next results.
structure	Hsp70 inhibitors	MKP-3 inhibition
O=C(Nc1ccccc1)C1CC=CCC1C(=O)OCC1CCCO1 (stereo not given)	2.3%	-7%
COc1ccc(CC(C)N2CCN(Cc3ccccc3)CC2)c(OC)c1 (stereo not given)	-2.7%	-18%
O=C1CC2c3ccccc3C1C1C(=O)N(c3cccc(Br)c3)C(=O)C21 (stereo not given)	-6.0%	3%
COc1cc(NC(=O)c2cc(Cl)ccc2OC)ccc1NC(=O)c1ccco1	-5.4%	5%
Cc1cc(C)nc(NC(=O)COc2cc(Cl)cc(Cl)c2)n1	1.5%	.
O=C(O)c1cccc(S(=O)(=O)NCC2CCCO2)c1 (stereo not given)	0.5%	-4%
CC(=O)Nc1ccccc1NC(=O)COc1ccc(Br)c(C)c1	-6.3%	1%
O=C1CC(c2ccccc2)CC(O)=C1C=NCC1CCCO1 (stereo not given)	2.7%&-2.4%	-8%&1%
Cc1nnsc1C(=O)Nc1ccc(Cl)cc1Cl	1.5%	.
Cc1cc(=O)[nH]c(N(C)Cc2ccccc2)n1	-2.9%	2%
COc1cccc(CN2CCN(C(=O)C(c3ccccc3)c3ccccc3)CC2)c1	0.4%	1%
O=C(CSc1nnnn1C1CC2CCC1C2)Nc1ccnc2ccccc12 (stereo not given)	17%	0%
COC(=O)Cn1c2c(c3cc(C)ccc31)CCCC2=NCc1ccccc1	-0.7%	0%
COc1ccc(C(=O)N2CCC(C(=O)Nc3ccc(OC)c(OC)c3)CC2)cc1	4.2%	-8%
Cc1ccc(NC(=O)CSc2nnc(-c3ccncc3)n2N)cc1C	-3.5%	1%
N/C(=N\OC(=O)c1ccco1)c1ccc([N+](=O)[O-])cc1	3.3%	2%
CCn1c(COc2ccc(C)cc2)nnc1SCc1nc2ccccc2[nH]1	6.4%	.
Cc1cc(=O)n(C(NC(=O)c2ccccc2)C(=O)c2ccccc2)cn1 (stereo not given)	0.4%	.
C/C(=N\N1CCN(Cc2cccc3ccccc23)CC1)c1ccc(O)cc1	2.3%	-1%
N#Cc1c(-c2ccccc2)nc(N2CCCCCC2)[nH]c1=O	6.2%	-6%
O=C1CCSc2nc(-c3cccc([N+](=O)[O-])c3)nn21	-0.4%	1%
CCC(=O)c1ccc(N2CCN(S(=O)(=O)c3ccccc3)CC2)c(F)c1	7.2%	0%

Compounds shown so far containing a thiophene ring, fused or not:
structure	Hsp70 inhibitors	MKP-3 inhibition
COc1ccc(Cl)cc1NC(=O)c1cc(-c2cccs2)nc2ccccc12	0.2%	3%
Cc1c(C(=O)N2CCCCC2)sc(NC(=O)Cc2ccccc2)c1C#N	-1.0%	3%
COc1ccsc1C(=O)N1CCN(Cc2ccc3c(c2)OCO3)CC1	-5.0%	.
CCCN(CCC)C(=O)c1ccccc1NC(=O)c1cccs1	1.1%	0%
O=C(NC1CCCc2ccccc21)C1CCN(C(=O)c2sccc2-n2cccc2)CC1 (stereo not given)	-5.9%	2%

Not all compounds are listed. The share of hits here may be higher or lower than overall.
